Screening data deposited in PubChem BioAssay by several laboratories.
GlmU inhibition – inhibition of mycobacterial GlmU enzyme – biochemical, glucosamine-1-phosphate acetyltransferase (AID 1376) | Bifunctional protein GlmU (Mycobacterium tuberculosis (strain ATCC 25618 / H37Rv)) | M. tuberculosis GlmU acetyltransferase enzyme assay; higher % means a stronger effect | one-dose inhibition, %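 (tested at 30 µM in the primary screen)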; IC50 in µM for titrated hits | actives 0.25% (n = 220,000); in the data active = inhibition above about 13%;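 also: 0% = complete reaction with vehicle and 100% = reaction without substrate; strong numbers were not always called active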
Mtb RmlCD inh – M. tuberculosis RmlC/RmlD coupled enzyme inhibitors, primary screen, biochemical, compound mixtures, 384-well, from 1536-well plates. dTDP-4-dehydrorhamnose reductase (Mycobacterium tuberculosis (strain ATCC 25618 / H37Rv)) …. RmlC+RmlD coupled enzyme assay, percent inhibition; primary screen in compound mixtures. inhibition, % at 3.6 µM. actives 0.03% (n = 160,000). AID 1533, 2009; in the data active = inhibition mostly above about 34%, no sharp cut-off; also: some results filed as inactive read as strong as hits
Target sequence (P9WH09 whole entry, looked up): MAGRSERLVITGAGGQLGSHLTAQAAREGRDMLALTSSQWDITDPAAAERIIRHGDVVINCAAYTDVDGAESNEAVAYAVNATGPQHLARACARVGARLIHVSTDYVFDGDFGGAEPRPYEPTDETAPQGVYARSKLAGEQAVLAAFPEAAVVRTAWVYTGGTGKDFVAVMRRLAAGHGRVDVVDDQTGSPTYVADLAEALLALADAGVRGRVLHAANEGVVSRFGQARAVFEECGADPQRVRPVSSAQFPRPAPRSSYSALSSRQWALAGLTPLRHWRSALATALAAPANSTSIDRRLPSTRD
Target sequence (P9WH11 whole entry, looked up): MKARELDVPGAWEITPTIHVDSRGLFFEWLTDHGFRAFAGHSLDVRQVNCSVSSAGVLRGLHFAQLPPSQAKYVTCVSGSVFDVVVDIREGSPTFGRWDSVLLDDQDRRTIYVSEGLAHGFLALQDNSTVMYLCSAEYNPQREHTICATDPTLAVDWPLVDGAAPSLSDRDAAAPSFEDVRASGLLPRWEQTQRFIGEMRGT
Numbers without * were called inactive; . = no result given; & = joins results of further samples. These rows are one share of the data. The share of hits here may be higher or lower than overall.

SMILES	GlmU inhibition	Mtb RmlCD inh
CCOc1ccc(NC(=O)CS(=O)CC(=O)NC2CCCc3ccccc32)cc1 (stereo not given)	1.8%	.
CC1=NNC(=O)C1CCC(=O)N/N=C\c1cccc(Cl)c1 (stereo not given)	6.2%	-4
CCn1nc(C(=O)N[C@@H](CCSC)c2nc3ccccc3[nH]2)c2ccccc2c1=O	3.4%	10
Cc1ccc(CN(C(=O)c2cc3ccccc3oc2=O)C2CCS(=O)(=O)C2)cc1 (stereo not given)	-5.7%	-4
COc1ccc(Cl)cc1NC(=S)NN1CCOCC1	5.5%	-14
COc1ccccc1NC(=O)CN1CCN(Cc2ccccc2)CC1	1.1%	11
Cc1cc(=O)oc(C)c1C(=O)NNC(=O)C1(C)CC1Br (stereo not given)	3.1%	.
COc1ccccc1C(=O)NC(=S)Nc1cc(C(=O)O)ccc1C	4.2%	9
Cc1cc2c(cc1[N+](=O)[O-])NC(CNC(C)C)CC2 (stereo not given)	0.3%	9
CCOC(=O)C1CCCN(C(=O)/C=C/c2ccc([N+](=O)[O-])cc2)C1 (stereo not given)	1.6%	-7
CCOC(=O)c1ccc(NC(=O)COc2ccc(S(=O)(=O)NC(C)CC)cc2)cc1 (stereo not given)	6.3%	.
O=c1[nH]c(CN2CCN(c3ccccc3O)CC2)nc2ccccc12	-2.8%	9
O=C(c1cc2ccccc2oc1=O)N(Cc1ccccc1)C1CCS(=O)(=O)C1 (stereo not given)	-2.8%	25
O=C(/C=C/c1cccc([N+](=O)[O-])c1)Nc1ccc(NC(=O)c2cccs2)cc1	0.3%	4
Cc1cc(S(=O)(=O)N2CCCC2C(=O)N2CCOCC2)c(C)cc1Cl (stereo not given)	-0.6%	-11
COc1ccccc1-n1c(SCC(=O)N2CCc3ccccc32)nc2c(c1=O)SCC2	0.7%	-4
Cc1ccccc1Nc1nnc(C)c(=O)[nH]1	1.2%	.
Cc1cc(C)nc(N(C#N)Cc2cccc3ccccc23)n1	3.2%	.
O=C(CNS(=O)(=O)c1ccccc1)NCC(=O)OCc1ccc(Br)cc1	-0.8%	10
CC(=O)Nc1ccc(S(=O)(=O)NCCc2csc(C)n2)cc1	1.0%	7
C=CCSc1nnc2c(n1)[nH]c1c(C)cccc12	-0.4%	.
O=C(CCCn1c(SCC(=O)NCCc2ccccc2)nc2ccccc2c1=O)NCC1CCCO1 (stereo not given)	3.8%	-5
O=C1COc2ccc(C(=O)CSc3nc4ccccc4c(=O)n3-c3ccc(Cl)c(Cl)c3)cc2N1	3.6%	13
Cc1ccc(S(=O)(=O)CC(N)=O)cc1	-3.6%	13
CC1(c2nnc(Cc3ccccc3)o2)CC(c2ccc(Cl)cc2)=NO1 (stereo not given)	0.0%	.
CC(NC(=O)c1ccc(OC2CCN(S(=O)(=O)N(C)C)CC2)cc1)C1CC1 (stereo not given)	-2.6%	0
COC(=O)/C(NC(C)=O)=C(\C)c1ccc(Cl)cc1	4.8%	.
COc1ccc(C(=O)CNc2ccccc2CO)cc1	0.2%	-10
Cc1ccc(NC(=O)Cn2ccc([N+](=O)[O-])n2)cc1C	2.6%	4
COc1ccc(-c2nc(CS(=O)CC(=O)NC3CCCc4ccccc43)c(C)o2)cc1OC (stereo not given)	0.3%	-9
Cn1cnnc1SCc1ccc(C(=O)N=Nc2c(O)n(Cc3ccc(Cl)cc3)c3ccccc23)cc1	1.0%	2
COc1ccc(C(=O)c2cc([N+](=O)[O-])ccc2N2CCOCC2)cc1	0.7%	-9
C=C(C)Cn1c(SCC(=O)NCc2ccco2)nc2sc3c(c2c1=O)CCC3	0.2%	18
Cc1c(N(C(=O)c2ccccn2)C2(C(=O)NC3CCCCC3)CCCCC2)c(=O)n(-c2ccccc2)n1C	-3.8%	4
COc1ccc2c(c1)CCC/C2=N\Nc1nc(C(=O)NN)cs1	-4.4%	14
CCOC(=O)/C(C#N)=C/C1=C(N2CCOCC2)C(C)(C)OCC1	-1.3%	-4
CC(CCc1ccccc1)NC(=S)NC(=O)c1ccco1 (stereo not given)	-2.5%	.
COc1ccc(C(=O)OCC[N+]2(C)CCCCC2)cc1	-2.1%	7
Cc1cccc(Cn2ccc(-c3ccc(Cl)cc3)c(C#N)c2=O)c1	-3.0%	11
COc1ccc(N2C(=O)C3CCCN3C2c2ccc(Cl)cc2)cc1 (stereo not given)	1.4%	7

An excerpt from above in order of formula weight, highest first.
SMILES	GlmU inhibition	Mtb RmlCD inh
COc1ccccc1-n1c(SCC(=O)N2CCc3ccccc32)nc2c(c1=O)SCC2	0.7%	-4
O=C(CNS(=O)(=O)c1ccccc1)NCC(=O)OCc1ccc(Br)cc1	-0.8%	10
C=C(C)Cn1c(SCC(=O)NCc2ccco2)nc2sc3c(c2c1=O)CCC3	0.2%	18
Cc1ccc(CN(C(=O)c2cc3ccccc3oc2=O)C2CCS(=O)(=O)C2)cc1 (stereo not given)	-5.7%	-4
CC(NC(=O)c1ccc(OC2CCN(S(=O)(=O)N(C)C)CC2)cc1)C1CC1 (stereo not given)	-2.6%	0
O=C(/C=C/c1cccc([N+](=O)[O-])c1)Nc1ccc(NC(=O)c2cccs2)cc1	0.3%	4
Cc1cc(=O)oc(C)c1C(=O)NNC(=O)C1(C)CC1Br (stereo not given)	3.1%	.
COc1ccccc1NC(=O)CN1CCN(Cc2ccccc2)CC1	1.1%	11
CCOC(=O)C1CCCN(C(=O)/C=C/c2ccc([N+](=O)[O-])cc2)C1 (stereo not given)	1.6%	-7
COc1ccc2c(c1)CCC/C2=N\Nc1nc(C(=O)NN)cs1	-4.4%	14
CC1=NNC(=O)C1CCC(=O)N/N=C\c1cccc(Cl)c1 (stereo not given)	6.2%	-4
COc1ccc(C(=O)OCC[N+]2(C)CCCCC2)cc1	-2.1%	7
Cc1ccc(NC(=O)Cn2ccc([N+](=O)[O-])n2)cc1C	2.6%	4
Cc1cc2c(cc1[N+](=O)[O-])NC(CNC(C)C)CC2 (stereo not given)	0.3%	9
C=CCSc1nnc2c(n1)[nH]c1c(C)cccc12	-0.4%	.
Cc1ccccc1Nc1nnc(C)c(=O)[nH]1	1.2%	.

(further entries)
SMILES	GlmU inhibition	Mtb RmlCD inh
CCN(CC)C(=O)c1ccc(NC(=O)c2ccc(-c3nn(C)c(=O)c4ccccc34)cc2)cc1	-2.5%	8
NS(=O)(=O)c1ccc(CCn2c(=S)[nH]c3ccc(F)cc3c2=O)cc1	2.1%	-12
C=CCOC(=O)COc1ccc2c(C)c(CC)c(=O)oc2c1	0.2%	-7
NC(=O)C1(N2CCCCC2)CCN(C(=S)Nc2ccc(S(N)(=O)=O)cc2)CC1	1.7%	-7
CC(=O)c1c(C)nc(-c2cccc([N+](=O)[O-])c2)n1O	-2.6%	20
CCOc1cc(/C=C2/C(=N)N3C=CSC3=NC2=O)ccc1OCCCOc1ccccc1C	4.1%	.
NC(=O)C1(N2CCCCC2)CCN(C(=O)NC23CC4CC(CC(C4)C2)C3)CC1	0.4%	.
NS(=O)(=O)c1ccc(NC(=O)CN2CCCN(S(=O)(=O)c3ccc(F)cc3)CC2)cc1	3.1%	.
Nc1nnn(CC(=O)N/N=C/c2cccc3ccccc23)n1	-3.1%	12
N#Cc1c(-c2cccc(Br)c2)cc(-c2ccco2)[nH]c1=O	5.7%	-11
CCOC(=O)c1c(C)n(C(C)C)c2ccc(OC)cc12	1.4%	10
C=CCn1c(-c2cccc(OC)c2)nc2nc3ccccc3nc21	1.0%	12
COc1ccc(Cn2c(/C=C/c3ccccc3)nc3ccccc32)cc1	-2.0%	-10
CCn1c(SCC(=O)NC2CCCCC2)nc2c(c1=O)SC(C)C2 (stereo not given)	.	17
COc1ccc(/C=N/NC(=O)CC(=O)N/N=C/c2ccc(OC)cc2)cc1	-5.9%	-1
COc1ccc(N(C(C)C(=O)NCc2ccco2)S(C)(=O)=O)cc1 (stereo not given)	5.8%	-9
COC(=O)c1ccc(C(=O)OC)c(NC(=O)CSc2nnc(-c3ccccc3Cl)o2)c1	-3.6%	.
O=C(O)CNC(=O)/C(=C/c1cccc([N+](=O)[O-])c1)NC(=O)c1ccco1	0.9%	17
O=C(OCCCN1CCCC1)C1(c2ccccc2)CCCC1	-7.0%	0
COc1ccccc1-c1n[nH]c(=S)n1Cc1ccco1	2.6%	-6

No new results follow: 2 of the compounds above.
SMILES	GlmU inhibition	Mtb RmlCD inh
O=C(OCCCN1CCCC1)C1(c2ccccc2)CCCC1	-7.0%	0
COc1ccccc1-c1n[nH]c(=S)n1Cc1ccco1	2.6%	-6

Additional results follow:
SMILES	GlmU inhibition	Mtb RmlCD inh
COc1ccc(OC)c(S(=O)(=O)N(C)CC(=O)N2CCc3ccccc3C2)c1	6.7%	9
O=C(N/N=C/c1ccc2c(c1)OCO2)C(=O)Nc1ccccc1	3.2%	-17
Cc1ccc(CNC(=O)CSc2nc(C)cc(C)c2C#N)cc1	6.7%	-8
Cc1ccc(S(=O)(=O)N2CCN(C(=O)c3cccs3)CC2)cc1	1.9%	7
CCOc1ccc(NC(=O)CN2CCN(CC(=O)Nc3ccc(F)c(F)c3)CC2)cc1	-2.0%	5
COc1ccc(-n2c(SC(CN3CCCCC3)CN3CCCC3=O)nc3ccccc3c2=O)cc1 (stereo not given)	3.5%	-3
O=C(COC(=O)c1cc(Br)ccc1Cl)NC1CC1	-0.5%	11
CC1CCCN(S(=O)(=O)c2cc(Cl)ccc2Cl)C1 (stereo not given)	0.7%	.
C=CCn1c(-c2ccccc2[N+](=O)[O-])n[nH]c1=S	0.3%	-1
C=CCOc1ccc(CNn2c(C)n[nH]c2=S)cc1OC	2.3%	9
C/C(N)=C(/C#N)C(=O)CSc1nc2cc(Cl)ccc2c(=O)n1-c1ccc(C)cc1	-4.9%	0
CC(C)CCNC(=O)CN(C(=O)CCC(=O)Nc1ccccn1)c1ccc(F)c(Cl)c1	0.7%	-6
CCCNS(=O)(=O)c1ccc(OCC(=O)N2CCCC2)cc1	-1.0%	3
COC(=O)c1c(N2C(=O)[C@H]3[C@@H](C2=O)[C@]2(C(=O)Nc4c2ccc(C)c4C)N2CCC[C@@H]32)sc(C)c1C	-2.9%	4
Cc1ccc(CNC(=O)c2cncc(Br)c2)cc1	0.8%	.
Cc1ccc2nc(C3CCCN(C(=S)Nc4ccccc4C)C3)[nH]c2c1 (stereo not given)	2.4%	3
CCN(CC)c1ccc(N=Cc2c(O)n(Cc3ccccc3)c(=O)[nH]c2=O)cc1	-3.6%&3.0%	3
COc1ccccc1N1N=C(c2cccs2)CC1c1ccccc1 (stereo not given)	3.0%	8
CC(=O)N(C)c1ccc(C(O)(C(F)(F)F)C(F)(F)F)cc1	-4.9%	31
CSC(=NC#N)N1CCN(c2ccc(Cl)cc2)CC1	-8.5%	15
CC(C)=CCN1CCN(Cc2ccc3nsnc3c2)CC1CCO (stereo not given)	2.6%	-4
Cc1sc2cc(-c3cccc([N+](=O)[O-])c3)c(-c3cccc([N+](=O)[O-])c3)c[n+]2c1C	-1.2%	2
Clc1ccc(SCCn2cncn2)cc1	-4.5%	6
O=C1CN(C(=O)c2ccccn2)c2ccccc2N1	5.9%	.
O=C(COC(=O)c1ccc(Cl)nc1)NCCC1=CCCCC1	-0.2%	-7
Cn1cccc1Cc1nnc(SCC(=O)Nc2ccc(F)cc2)n1CCc1ccccc1	2.4%&5.4%	-6
OCCN1CCN(c2cc(C(F)(F)F)nc3c(F)cccc23)CC1	0.6%	19
Cc1ccc(OCC(=O)N(Cc2ccccc2)C2CCS(=O)(=O)C2)c([N+](=O)[O-])n1 (stereo not given)	4.8%	11
COc1ccc(Nc2nc(NCCCN3CCOCC3)nc(N)c2[N+](=O)[O-])cc1	-3.7%	-3
CCOC(=O)CSc1nc(-c2ccncc2)ccc1C#N	-1.5%	21
COC(=O)c1ccc(OCC(=O)c2ccccc2)cc1	3.0%	.
CCCCOC(=O)Cn1c(=O)n(CC(=O)OCCCC)c2ccccc21	-4.3%	17
O=C(NNC(=O)C1CCCN(c2ncccn2)C1)c1ccncc1 (stereo not given)	5.3%	-6
NC(=O)CC(NC(=O)c1cccc(Br)c1)c1ccc(N2CCC(N3CCCC3)CC2)c([N+](=O)[O-])c1 (stereo not given)	-5.0%	.
COc1ccccc1C(=O)Nc1ccc(-c2nnn(CC(=O)N3CCN(C(=O)c4ccco4)CC3)n2)cc1	3.4%	.
COc1ccc(CCNC(=O)CN(c2ccc(OC)c(OC)c2)S(C)(=O)=O)cc1OC	-1.5%	.
CCC(C)(C)NC(=O)CN(Cc1cccs1)C(=O)CCC(=O)Nc1nccs1	2.9%	2
O=S(=O)(Nc1cccc(-c2cn3cccnc3n2)c1)c1ccc(F)cc1	2.9%	6
CCc1ccc(C2=NN(CCC(=O)N3CCC4(CC3)OCCO4)C(=O)CC2)cc1	-4.5%	9
Cc1ccc(-c2cccc(C3CC=CC4C3C(=O)N(Cc3ccccc3)C4c3ccc(C(F)(F)F)cc3)c2)cc1 (stereo not given)	1.2%	.
CC(C)Cn1c(CN2CCCCC2C)nc2c1c(=O)n(C)c(=O)n2C (stereo not given)	-6.1%	-8
Cc1cccc(Nc2nnc(SC3CCOC3=O)s2)c1C (stereo not given)	-2.3%	6
O=C(Cn1cc2c(n1)CCCCC2)NCc1cccs1	1.9%	.
O=C(CSCc1ccc(Cl)cc1)N/N=C/c1c(Cl)cccc1Cl	-1.4%	.
COc1ccc(C2CC3CC(c4ccccc4)N2O3)cc1 (stereo not given)	-3.9%	.
O=C1CS/C(=C\[N+](=O)[O-])N1c1ccccc1	1.9%	2
Clc1ccc(CSc2nnc(NC3=NCCCCC3)s2)cc1	-2.4%	.
O=c1c2ccccc2nc(SCc2cc(F)cc3c2OCOC3)n1Cc1ccco1	-4.0%	1
COc1cccc(-c2noc(CCC(=O)NC3CCCCC3)n2)c1	-2.6%	-6
COC(=O)CCn1nnc(-c2ccc(C(C)C)cc2)n1	0.9%	14
COc1cc(NC(=O)c2cccs2)ccc1NC(=O)c1ccccc1Cl	2.4%	2
